Bioassay records (PubChem)
GPR7 antagonist – blocks human GPR7 receptor signaling | GPR7-expressing cells, fluorescence antagonist assay | actives 1.1% (n = 290,000) | inhibition, % at 4.4 µM | P48145 | AID 1861; in the data active means inhibition above about 16%, passing the limit was not always enough;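 further: cells stimulated with the agonist NPW; 0% = agonist with vehicle and 100% = vehicle without agonist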
GalR3 antag – human GalR3 antagonism; O60755; HEK293 GalR3-CNG cAMP membrane potential fluorescence; galR3 body fused to GalR1 C-terminus; inhibition, % at 3 µM; actives 0.44% (n = 360,000); AID 651719;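 active means inhibition above the screen-wide average plus 3 SD, cut at about 13% in these data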;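 further: forskolin and galanin both at EC90 stimulate the cells; cAMP rise reported by CNG channel membrane potential dye signal; 0% = forskolin plus galanin with DMSO and 100% = forskolin alone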
Target sequence (O60755 1-299 limits assumed): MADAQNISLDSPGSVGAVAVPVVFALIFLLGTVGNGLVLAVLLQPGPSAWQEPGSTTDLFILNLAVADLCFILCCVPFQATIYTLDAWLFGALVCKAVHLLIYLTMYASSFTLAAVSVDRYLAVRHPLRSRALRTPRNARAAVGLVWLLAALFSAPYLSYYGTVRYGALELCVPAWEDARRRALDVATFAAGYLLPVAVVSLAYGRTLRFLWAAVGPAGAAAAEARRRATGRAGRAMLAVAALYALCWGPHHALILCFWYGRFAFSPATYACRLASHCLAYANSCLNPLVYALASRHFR
M18AAP inhibitor – blocks P. falciparum M18 aspartyl aminopeptidase; recombinant PfM18AAP, H-Glu-NHMec fluorogenic cleavage; actives 1.2% (n = 290,000); inhibition, % at 7.35 µM;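 active means inhibition above the campaign mean inhibition over all tested compounds plus 3 SD, cut at about 28% in these data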;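 further: 0% = plate median of test compound wells and 100% = 2 mM ZnCl2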
OXTR potentiator – potentiates the human oxytocin receptor response. P30559. CHO-OTR cells, Fluo-8 calcium fluorescence, potentiator mode; 0% = oxytocin EC15, 100% = EC100. activation, % at 3 µM. actives 0.061% (n = 320,000). AID 2445;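 active means activation above that plate's cutoff, the mean activation of tested compounds plus 3 SD, cut at about 6.6% in these data, passing the limit was not always enough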;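 further: 100% uses oxytocin at 75 nM as the full agonist control; some results filed as inactive read as strong as hits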
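assay system = CHO-OTR cells, human receptor | schedule = compound 6 min at room temperature before oxytocin, 100 s read | detection = Fluo-8 intracellular calcium fluorescence, ex 470-495, em 515-575 nm | evaluation = normalized max/min fluorescence ratio, % activation | control set = EC15 oxytocin alone as 0%, 75 nM oxytocin (EC100) as 100%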
NALP1 inh – inhibitors of NALP1 inflammasome in yeast | AID 2071 | S. cerevisiae NALP1/ASC/caspase-1 growth, X-gal OD620, 72 h | actives 0.61% (n = 280,000) | inhibition, % at 10 µM; in the data active means inhibition mostly above about 24%, no sharp cut-off; inactive means mostly below about 32%; further: some compounds called inactive have numbers as strong as hits
V1aR counter – counter-screen for oxytocin receptor agonists: human V1a receptor agonists. activation, % at 3 µM. actives 0.25% (n = 320,000). CHO-V1R cells, Fluo-8 calcium fluorescence, agonist mode; 0% DMSO, 100% 3 nM vasopressin;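 active means activation above the mean activation of all tested compounds plus 3 SD, per screening run, cut at about 20% in these data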;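 further: signal is peak over basal fluorescence ratio across a 100 second FLIPR read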
Target sequence (P37288 whole entry, looked up): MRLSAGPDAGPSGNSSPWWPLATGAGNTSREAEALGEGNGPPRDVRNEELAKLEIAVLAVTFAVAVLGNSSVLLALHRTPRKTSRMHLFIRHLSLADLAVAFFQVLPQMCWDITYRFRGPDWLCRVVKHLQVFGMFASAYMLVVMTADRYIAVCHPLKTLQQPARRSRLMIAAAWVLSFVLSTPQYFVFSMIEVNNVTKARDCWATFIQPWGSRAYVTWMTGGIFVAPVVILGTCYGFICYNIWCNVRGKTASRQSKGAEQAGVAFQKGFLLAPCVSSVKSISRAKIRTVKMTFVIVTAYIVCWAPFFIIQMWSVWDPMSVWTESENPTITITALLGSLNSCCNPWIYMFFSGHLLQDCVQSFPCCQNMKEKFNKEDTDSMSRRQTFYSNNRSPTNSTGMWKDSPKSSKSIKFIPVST
MEKK2 mut-MEK5 – signal of MEK5 binding to mutant human MEKK2 PB1 domain; bead flow cytometry, Alexa488-MEK5 binding to MEKK2 mutant; percent response, % at 10 µM; actives 0.35% (n = 290,000); in the data active means percent response above about 24%, passing the limit was not always enough; further: inactives centre near 1; some results filed as inactive read as strong as hits
OXTR ag – agonists of human oxytocin receptor | actives 0.32% (n = 320,000) | P30559 | activation, % at 3 µM | CHO-OTR cells, Fluo-8 calcium fluorescence; normalized: DMSO 0%, oxytocin 100% | AID 2435;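 active means activation above the mean of all tested compounds plus 3 SD, cutoff set per screening run, cut at about 20% in these data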;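 further: peak over basal fluorescence ratio from a 100 s FLIPR kinetic read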
MEKK2 WT-MEK5 – raises or lowers MEK5 binding to wildtype human MEKK2 PB1 domain; AID 1531; bead flow cytometry, Alexa488-MEK5 binding to MEKK2 WT; actives lie on both sides; actives 1.1% (n = 290,000); Q9Y2U5; binding response (% of control), % at 10 µM; in the data active means binding response below about 67% or above about 130%
* hit, by the source's call; nt = not tested or not shown.

entry	compound	GPR7 antagonist	GalR3 antag	M18AAP inhibitor	OXTR potentiator	NALP1 inh
1	O=C(N/N=C\c1ccc(Cl)cc1Cl)c1sccc1-n1cccc1	-11	4	-5	-16	5
2	CCNC(=O)c1ccc(-n2nc(C)cc2-c2ccccc2)cc1	-16	-5	1	-2	11
3	Nc1cc(-c2cccc(F)c2)nn1S(=O)(=O)c1cccc2nsnc12	3	-4	-8	0	-72
4	COC(=O)c1cccc(NC(=O)CSc2ncn[nH]2)c1	-1	0	6	-12	14
5	COc1ccc(Cn2c(C)nnc2-c2cnn(C)c2N)cc1	2	-2	1	-7	12
6	O=C1OC(c2ccc3c(c2)OCO3)=N/C1=C\c1ccc(C(=O)O)cc1	-11	-10	18	-10	3
7	CCOc1ccc2nc(SCC(=O)N(C)C3CCS(=O)(=O)C3)[nH]c2c1 (configuration not stated)	0	-3	1	-1	-2
8	Cc1ccc(NCCCCO)cc1C	14	2	21	-3	-4
9	O=C(NC1CCCC1)C(c1ccccc1F)N(C(=O)Cc1cccs1)c1ccc2c(c1)OCCO2 (configuration not stated)	12	-4	0	-10	-9
10	COc1cccc(-n2nc(C(=O)O)c3ccccc3c2=O)c1	2	-7	-3	1	26

entry	V1aR counter	MEKK2 mut-MEK5	OXTR ag	MEKK2 WT-MEK5
1	-1.3	13	-2.0	105
2	-0.7	1	0.3	102
3	-0.1	11	-1.3	99
4	-0.2	3	0.5	98
5	1.6	-3	0.9	97
6	0.9	0	0.4	92
7	-0.2	0	0.1	97
8	0.7	-7	0.2	91
9	3.3	3	2.0	102
10	-0.6	-5	-1.5	95

Next section.
entry	compound	GPR7 antagonist	GalR3 antag	M18AAP inhibitor	OXTR potentiator	NALP1 inh
11	Cc1ccc(C)c(C(=O)COC(=O)CN2C(=O)C3C4CCC(C4)C3C2=O)c1 (configuration not stated)	-8	-9	-3	-12	8
12	Cc1occc1-c1nnc(SCC(=O)N2CCN(c3ccc(F)cc3)CC2)n1C	-6	-5	2	-1	4
13	O=C(Nc1ccccc1N1CCCC1)c1cc(Cl)ccc1Cl	-22	-4	-2	3	2
14	Cc1ccc(N2Cc3ccccc3C2=O)cc1	7	-4	2	4	-17
15	CC12CCC(=O)N1C(C(=O)Nc1cccc(S(=O)(=O)N3CCCCCC3)c1)CS2 (configuration not stated)	nt	-3	nt	-1	nt
16	Nc1ccc(Oc2ccc3nc(-c4ccccc4)c(-c4ccc([N+](=O)[O-])cc4)nc3c2)cc1	-13	0	-7	-14	0
17	COc1ccc(-c2nnc(SCc3nnc(-c4cccs4)o3)n2CC2CCCO2)cc1 (configuration not stated)	-14	-3	6	-3	nt
18	O=CN1CCN(C2CC(=O)N(c3ccc(Br)cc3)C2=O)CC1 (configuration not stated)	-2	-1	-1	-5	24
19	COc1ccc(NS(=O)(=O)c2cn(C)c(=O)n(C)c2=O)c(OC)c1	-9	-5	-3	1	nt
20	O=C(CCNC(=O)c1ccco1)Nc1ccc(C(F)(F)F)cc1	-4	-9	-3	-5	33

entry	V1aR counter	MEKK2 mut-MEK5	OXTR ag	MEKK2 WT-MEK5
11	2.0	4	1.9	99
12	1.1	7	-1.1	106
13	-1.9	5	-2.5	104
14	-1.9	19	-2.8	109
15	0.8	nt	0.5	nt
16	-0.8	-3	-0.8	97
17	0.3	-2	1.1	91
18	0.3	8	0.5	110
19	0.5	9	2.7	111
20	0.0	-1	1.0	99

Single records (already shown).
Profile of O=CN1CCN(C2CC(=O)N(c3ccc(Br)cc3)C2=O)CC1 (configuration not stated) : GPR7 antagonist: -2; GalR3 antag: -1; M18AAP inhibitor: -1; OXTR potentiator: -5; NALP1 inh: 24; V1aR counter: 0.3; MEKK2 mut-MEK5: 8; OXTR ag: 0.5; MEKK2 WT-MEK5: 110
Profile of COc1ccc(NS(=O)(=O)c2cn(C)c(=O)n(C)c2=O)c(OC)c1 : GPR7 antagonist: -9; GalR3 antag: -5; M18AAP inhibitor: -3; OXTR potentiator: 1; NALP1 inh: nt; V1aR counter: 0.5; MEKK2 mut-MEK5: 9; OXTR ag: 2.7; MEKK2 WT-MEK5: 111

(more compounds)
entry	compound	GPR7 antagonist	GalR3 antag	M18AAP inhibitor	OXTR potentiator	NALP1 inh
21	C=CCNC(=S)N1CCN(c2cc3c(cc2F)c(=O)c(C(=O)O)cn3CC)CC1	-1	-12	2	4	-5
22	O=c1c2c(nc3c(-c4ccc(Cl)cc4)c[nH]n13)CCCC2	-5	-3	-6	-2	-2
23	CCn1c(SCc2nc3ccccc3[nH]2)nnc1-c1cccnc1	-1	-8	1	-3	2
24	O=C1C=C(Nc2ccccc2)C(=O)c2ccccc21	-1	-3	4	-1	1
25	Fc1ccc(-c2n[nH]c(=S)n2CC2CCCO2)cc1 (configuration not stated)	0	-1	13	-13	2
26	COc1ccc(-c2c(C)nn3c(-c4ccccc4)cc(C)nc23)cc1	-15	nt	2	-6	14
27	Cn1c(SCC(=O)NCc2ccc(F)cc2)nc2ccccc21	3	-5	-8	0	-16
28	CCOc1ccc(C(=O)C(C)OC(=O)Cn2c(C)csc2=O)cc1 (configuration not stated)	nt	1	nt	-11	nt
29	O=C(N[C@@H](Cc1ccccc1)C(=O)OCc1ccccc1)c1nc[nH]c1C(=O)N1CCN(c2ccccc2)CC1	nt	-8	nt	-12	nt
30	COc1c(F)c(F)c(C(=O)Nc2ccc(N3CCN(C(C)=O)CC3)c(Cl)c2)c(F)c1F	6	-7	-3	-8	10

entry	V1aR counter	MEKK2 mut-MEK5	OXTR ag	MEKK2 WT-MEK5
21	0.9	2	0.9	99
22	-0.7	1	-1.7	97
23	0.5	-6	0.6	89
24	-1.5	1	-1.8	103
25	-0.5	2	0.3	99
26	-0.6	5	-1.0	104
27	-1.0	7	-2.0	105
28	2.2	nt	0.2	nt
29	0.0	1	0.2	88
30	3.9	6	4.5	104

The list goes on:
entry	compound	GPR7 antagonist	GalR3 antag	M18AAP inhibitor	OXTR potentiator	NALP1 inh
31	CCOc1ccccc1OCCCC(=O)Nc1ccc(OC)nc1	2	-6	1	1	2
32	COC(=O)c1ccc(-n2nnnc2SCC(=O)N2CCCCC2)cc1	-12	-5	-8	-2	-11
33	Cc1cccnc1NC(=O)c1ccc(Cl)c(S(=O)(=O)N2CCCCCC2)c1	16	-2	-7	-6	-11
34	CCOc1cccc2cc(C(=O)NCc3ccc(Cl)cc3)c(=N)oc12	2	1	2	-2	19
35	C#CC(C)OC(=O)C(C)NC(=O)c1ccccc1 (configuration not stated)	nt	nt	nt	2	nt
36	COc1ccc(-c2ocnc2C(=O)NCc2nn(-c3ccccc3)nc2C)cc1	-4	19*	3	-14	2
37	COc1ccc(N(CC(=O)NC2CC3CCC2C3)S(=O)(=O)c2ccc(C)cc2)cc1OC (configuration not stated)	-11	-3	6	-5	-4
38	Nn1c(SCC(=O)Nc2ccc3c(c2)OCCO3)nnc1-c1cccnc1	-12	0	-2	-12	16
39	NC(=O)c1ccc(NC(=O)COC(=O)CCCN2C(=O)c3cccc4cccc(c34)C2=O)cc1	3	-4	-13	-5	25
40	COc1cc(S(=O)(=O)NCc2ccccc2)ccc1-n1cnnn1	-11	-7	-9	-11	9

entry	V1aR counter	MEKK2 mut-MEK5	OXTR ag	MEKK2 WT-MEK5
31	-0.9	1	-0.9	103
32	1.2	-6	1.2	96
33	2.1	6	0.2	103
34	8.7	9	-0.2	112
35	0.8	3	0.4	96
36	3.6	0	4.2	99
37	1.4	2	0.3	101
38	-0.8	0	0.3	98
39	0.2	-3	0.8	94
40	4.2	-1	3.7	98

Some entries already given, showing only GalR3 antag, M18AAP inhibitor and OXTR ag.
| # | Molecule | GalR3 antag | M18AAP inhibitor | OXTR ag |
| --- | --- | --- | --- | --- |
| 31 | CCOc1ccccc1OCCCC(=O)Nc1ccc(OC)nc1 | -6 | 1 | -0.9 |
| 32 | COC(=O)c1ccc(-n2nnnc2SCC(=O)N2CCCCC2)cc1 | -5 | -8 | 1.2 |
| 33 | Cc1cccnc1NC(=O)c1ccc(Cl)c(S(=O)(=O)N2CCCCCC2)c1 | -2 | -7 | 0.2 |
| 34 | CCOc1cccc2cc(C(=O)NCc3ccc(Cl)cc3)c(=N)oc12 | 1 | 2 | -0.2 |
| 35 | C#CC(C)OC(=O)C(C)NC(=O)c1ccccc1 (configuration not stated) | nt | nt | 0.4 |
| 36 | COc1ccc(-c2ocnc2C(=O)NCc2nn(-c3ccccc3)nc2C)cc1 | 19* | 3 | 4.2 |

Carrying on:
entry	compound	GPR7 antagonist	GalR3 antag	M18AAP inhibitor	OXTR potentiator	NALP1 inh
41	CCS(=O)(=O)N1Cc2ccccc2CC1C(=O)Nc1nc2ccc(C)cc2s1 (configuration not stated)	-6	-1	4	6	23
42	COc1ccccc1N1CCN(CCCNc2c(C)c(=O)n(C)c(=O)n2C)CC1	nt	-5	nt	-8	nt
43	CC(C)(C)c1ccc(NC(=O)N2CCN(c3ccc([N+](=O)[O-])cn3)CC2)cc1	-4	-4	4	-16	11
44	CCCCn1c(N)c(N(Cc2ccccc2OC)C(=O)C(C)C)c(=O)[nH]c1=O	3	2	-9	-5	21
45	COCCn1c(SCc2nc3ccccc3c(=O)[nH]2)nnc1-c1ccncc1	-5	-6	4	-7	22
46	CN1CCN(S(=O)(=O)c2ccc(NC(=O)C3CCCCC3)cc2)CC1	0	-2	0	-10	17
47	CC1CCCCN1c1nnc(N)s1 (configuration not stated)	-7	-5	6	-1	9
48	CCOc1ccccc1NC(=O)Nc1ccon1	-7	-8	-2	9	31
49	CCCCNc1c(N2CCN(C(=O)OCC)CC2)c(=O)c1=O	-15	0	0	-1	25
50	COC(=O)CNC(c1ccccc1)c1cc(C)ccc1NS(=O)(=O)c1ccc(C)cc1 (configuration not stated)	-13	-2	-4	-9	20
51	CN(C(=O)Nc1ccc(Cl)cc1Cl)C1CCCC1	-18	0	0	5	-2
52	CCCSc1nnc(Cc2cc(=O)[nH]c(=O)[nH]2)n1-c1cc(C)ccc1C	-14	-3	5	-8	0

entry	V1aR counter	MEKK2 mut-MEK5	OXTR ag	MEKK2 WT-MEK5
41	1.0	0	0.4	107
42	0.0	1	-2.0	112
43	7.2	0	1.3	98
44	0.7	-10	-0.6	94
45	-0.8	0	0.3	99
46	1.6	1	2.4	101
47	0.9	8	0.6	83
48	-1.7	8	-0.8	96
49	0.1	6	-0.1	111
50	1.1	-1	-0.9	97
51	-1.7	14	-2.5	107
52	0.5	-1	1.1	102
